INS-1E GSIS act: primary screen for activators of insulin secretion dependent on glucose, INS-1E cells, GLuc reporter luminescence. activation, % at 16.6 µM. AID 743287. actives 0.61% (n = 370,000). INS-1E GLuc reporter insulin secretion, 2-3 h;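 active = lowest replicate activation of at least 40%, so every replicate reaches that level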;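 also: 0% = median of neutral control wells and 100% = median of IBMX positive control wells; some compounds called inactive have numbers as strong as hits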
Xi reactivation: X-chromosome reactivation activator | activation, % at 7.58 µM | XiGFP mouse fibroblasts, % GFP-positive cells imaging, 3 d; cells co-treated with 5-aza-dC sensitizer; scaled so ellipticine positive control = 100% | actives 0.055% (n = 360,000) | AID 743238;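 active = mean normalized replicate activation at least 10% and every replicate at or above 10%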;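 also: 0% = median of on-plate neutral control wells and 100% = ellipticine 6 µM median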
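assay system = SV40-immortalized XiGFP fibroblast cells, line 68-5-11 | buffer or medium = DMEM plus 5-aza-dC sensitizer | doses = single-point pinned compound dosing | times = 3-day compound exposure, then 15 min fixation at room temperature | benchmarks = positive control ellipticine, 6 µM final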
F508del corr: correctors of CFTR F508del function in bronchial epithelial cells | AID 720511 | actives 0.36% (n = 350,000) | CFBE cells, YFP halide quenching; stimulated with forskolin plus potentiator P3; % fluorescence drop versus neutral controls | activity (quench increase), % at 7.58 µM;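 active = mean added fluorescence quench of at least 8% versus neutral control, with both replicates also reaching 8%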;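 also: cells transiently co-express mutant CFTR-F508del with the halide-sensitive YFP; corrector assay measuring rescue of mutant channel to the surface after 24 h compound exposure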
RAD54 inh: blocks human RAD54 Holliday junction branch migration. FAM/BHQ fluorescence. actives 0.14% (n = 360,000). Q92698. inhibition, % at 10.4 µM;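 active = mean normalized replicate activity at least 40 and at least half of replicates scoring 40 or more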;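 also: 0% = median of neutral control wells and 100% = median of positive control wells; inhibitors cause a drop in the FAM fluorescence signal; in these data hits start at about 50%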
esBAF inh: inhibitors of esBAF chromatin remodeling in mouse ES cells | AID 602393 | actives 2% (n = 350,000) | Bmi1-luciferase knock-in reporter, 24 h; 100% = twice the neutral-well signal | reporter increase, % at 12.5 µM; in the data active = activation above about 40%;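 also: 0% = median of the plate's neutral control wells and 100% = double that signal; a rise in the Bmi1 reporter signal indicates esBAF inhibition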
ERAP1 HTS inh: inhibitors of human ERAP1 aminopeptidase; Q9NZ08; recombinant ERAP1, Leu-AMC fluorescence, 60 min; inhibition, % at 10.7 µM; actives 0.15% (n = 340,000);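 active = mean replicate inhibition of at least 30%, or all replicates individually reaching that 30% level; inactive = mean below 30% and not every replicate reaching it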;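 also: 0% = neutral control wells and 100% = L-leucinethiol positive control wells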
Target sequence (Q9NZ08 whole entry, looked up): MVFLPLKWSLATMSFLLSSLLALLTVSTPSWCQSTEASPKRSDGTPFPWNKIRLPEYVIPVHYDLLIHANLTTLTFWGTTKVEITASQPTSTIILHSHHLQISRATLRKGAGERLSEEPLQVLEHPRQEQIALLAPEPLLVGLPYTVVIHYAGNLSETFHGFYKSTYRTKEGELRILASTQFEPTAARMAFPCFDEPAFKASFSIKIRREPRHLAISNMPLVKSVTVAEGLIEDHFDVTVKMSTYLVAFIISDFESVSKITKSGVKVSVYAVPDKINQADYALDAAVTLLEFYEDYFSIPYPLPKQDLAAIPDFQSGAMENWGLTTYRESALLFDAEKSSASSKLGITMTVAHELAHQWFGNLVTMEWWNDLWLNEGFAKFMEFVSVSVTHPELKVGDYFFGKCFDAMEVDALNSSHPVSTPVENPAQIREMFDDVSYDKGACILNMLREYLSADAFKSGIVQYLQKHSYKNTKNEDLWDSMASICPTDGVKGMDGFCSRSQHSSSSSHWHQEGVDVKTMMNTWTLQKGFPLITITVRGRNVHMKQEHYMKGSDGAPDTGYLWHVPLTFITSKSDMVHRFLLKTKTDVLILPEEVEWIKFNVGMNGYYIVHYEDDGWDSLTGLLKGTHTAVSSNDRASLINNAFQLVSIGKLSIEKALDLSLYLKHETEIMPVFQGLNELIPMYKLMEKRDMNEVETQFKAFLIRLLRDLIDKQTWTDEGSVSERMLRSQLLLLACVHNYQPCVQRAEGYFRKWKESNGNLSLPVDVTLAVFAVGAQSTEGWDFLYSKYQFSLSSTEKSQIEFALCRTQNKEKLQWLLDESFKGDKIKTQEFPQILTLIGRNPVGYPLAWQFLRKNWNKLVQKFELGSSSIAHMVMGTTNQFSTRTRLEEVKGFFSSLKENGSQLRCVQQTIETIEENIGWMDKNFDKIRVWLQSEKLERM
RAD52 inh: inhibitors of human RAD52 DNA annealing | P43351 | recombinant RAD52 DNA annealing, FRET fluorescence | inhibition, % at 18.7 µM | actives 0.46% (n = 360,000) | AID 651710;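 active = every replicate showing at least 50% inhibition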
ARNT TACC3 PPI: disruptors of human ARNT/TACC3 interaction. Q9Y6A5. AlphaScreen His-ARNT PAS-B/GST-TACC3 binding, luminescence; TACC3 fragment carries E629A point mutation. AID 623870. inhibition, % at 9.99 µM. actives 0.66% (n = 390,000);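 active = mean inhibition of replicates at least 50% and at least half of replicates each reaching 50%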;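 also: 0% = complete ARNT plus TACC3 wells and 100% = ARNT alone without TACC3; many hits fall short of the cut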
Numbers without * were called inactive; / = no result given; & = joins results of further samples. Rows are unselected. Share with any hit: about 3.3%.

The line under a structure holds: INS-1E GSIS act, Xi reactivation, F508del corr, RAD54 inh, esBAF inh, ERAP1 HTS inh, RAD52 inh, ARNT TACC3 PPI
- NC(=O)c1cc(N)ccc1N1CCCCC1
→ 2.2, 0.2, -1.7, /, /, 7.6, -15.5, /
- CSc1ccc(CCNC(=O)C2CCCN(S(=O)(=O)N3CCOCC3)C2)cc1 (stereo not given)
→ -8.9, 0.0, -0.8, 12.8, -1.7, -2.1, -4.5, -4.0
- Nc1nccnc1C(=O)N/N=C/c1ccco1
→ 17.7, 0.0, 0.0, /, /, 10.8, 1.5, 26.7
- COc1cc(/C=C(/C#N)c2nc3ccccc3c(=O)[nH]2)ccc1O
→ -5.2, -0.1, /, /, /, -4.1, -105.9, -4.8
- O[C@H]1C[C@H](c2ccccc2)N(CC2CCCCC2)C[C@@H]1n1cc(-c2ccc(F)cc2)nn1
→ 4.0, 0.1, -3.5, -23.3, -9.3, 7.7, -17.5, /
- O=C(C[n+]1cccc2ccccc21)c1ccc(Cl)cc1
→ -3.3, 0.0, -2.7, 0.4, 0.8, 3.0, -20.7, -4.1
- Cc1ccc(NC(=O)CSc2nc(-c3ccco3)nc3cc(=O)[nH]n23)c(Cl)c1
→ 12.8, -0.1, -0.3, -8.9, 0.1, 4.1, -21.2, -8.8
- N#C/C(=C\c1c(N2CCCCC2)nc2ccccn2c1=O)S(=O)(=O)c1ccccc1
→ -3.8, 0.0, -1.6, /, -5.2, 2.5, -14.5, 10.8
- COc1ccccc1NC(=O)Cc1nnc(SCC(=O)c2ccccc2)n1C
→ -3.0, -0.1, -1.2, -8.0, -1.4, -5.1, -13.6, -4.6
- O=C(C[C@@H]1C[C@H]2c3cc(NC(=O)CC4CC4)ccc3O[C@H]2[C@H](CO)O1)NCc1ccccc1
→ -6.6, 0.5, 0.3, 3.9, -3.9, -0.2, -11.7, -3.7
- COc1ccc(/C=N/NC(=O)c2cc[n+]([O-])cc2)cc1
→ -16.1, 0.3, 1.0, /, -9.1, 1.8, -11.5, -0.4
- CCOc1cccc(CN2CCCC(C(=O)Nc3ccc(-c4ccn[nH]4)cc3)C2)c1O (stereo not given)
→ 5.8, 0.1, -0.4, 1.5, 8.0, -1.6, -1.2, 12.6
- COc1cc(CNCCc2ccc(F)cc2)ccc1OCc1ccc(Cl)nc1
→ -52.0, /, /, -9.1, 3.2, -0.2, -0.4, 5.1
- CC/C(=N\Nc1ccc([N+](=O)[O-])cc1[N+](=O)[O-])c1ccc(O)cc1
→ 11.1, 0.0, 0.7, 6.5, -13.4, 0.0, -6.7, -1.0
- CO[C@@H]1CN(C)C(=O)c2cc(NC(=O)C3CCOCC3)ccc2OC[C@@H](C)N(CC2CCCCC2)C[C@H]1C
→ 8.2, 0.0, 0.0, -2.0, 1.2, 0.6, /, /
- O=C(O)CSCC(=O)N1CCN(S(=O)(=O)c2ccccc2)CC1
→ 6.6, 0.1, -0.9, /, /, 3.4, -14.3, -6.3
- COc1ccc(S(=O)(=O)Nc2ccc3c(c2)C(=O)N([C@H](C)CO)C[C@H](C)[C@@H](CN(C)S(C)(=O)=O)OCCCC[C@H](C)O3)cc1
→ 12.2, -0.1, -4.2, -1.6, 7.1, 0.5, -8.3, -5.6
- COCCn1c(C)cc(C(=O)COC(=O)c2cccnc2SC)c1C
→ 10.9, 0.1, -3.8, /, /, 0.6, -10.2, -0.3
- C[C@H](CO)N1C[C@H](C)[C@@H](CN(C)CC2CCCCC2)Oc2c(NS(=O)(=O)c3cn(C)cn3)cccc2C1=O
→ 11.9&25.6, -0.7&-0.2, 1.2&-5.7, 2.2&-2.0, -2.6&-2.3, 6.5&-5.1, -5.1&-17.4, 3.6&2.7
- O=C(CCN1C(=O)C2C3C=CC(C4CC34)C2C1=O)Nc1ccc(Cl)cc1O (stereo not given)
→ -6.8, 0.0, -0.2, 8.8, -0.8, -1.9, 2.6, 13.3
- CSc1ccc(/C=C/C(=O)OCC(=O)NC(C)C)cc1
→ 14.2, 0.0, 0.6, /, /, 7.0, -2.1, 1.7
- CC(C)NCCOCCOc1ccc(Cl)cc1Br
→ 18.6, 0.1, /, -5.7, /, /, /, -5.4
- COc1ccc(NC(=O)C/C(C)=N/NC(=O)c2cnccn2)cc1Cl
→ -1.2, 0.3, 0.2, -6.9, 3.0, 0.5, -1.5, 17.6
- CN(CC(=O)Nc1ccc(F)c(F)c1F)C(=O)c1n[nH]c(=O)c2ccccc12
→ 3.4, -0.1, -1.8, /, -4.5, -9.4, -2.2, /
- COc1ccc(S(=O)(=O)N2CCCCC2)cc1NC(=O)c1cccs1
→ -0.2, 0.0, -6.7, 0.0, 6.8, 3.0, -7.6, -3.6
- COc1cc(OC)c(C(=O)NCCCN2CCOCC2)cc1OC
→ 11.8, 0.0, 0.4, -14.0, -13.2, -1.0, -7.4, -2.4
- O=C(NC(=S)NCc1cccnc1)c1ccc([N+](=O)[O-])cc1
→ 16.7, 0.2, /, 4.9, -3.6, 5.9, -7.4, /
- OC[C@@H]1[C@H](c2ccc(-c3ccc(F)cc3)cc2)[C@H]2CN(Cc3ccccn3)CCCCN12
→ -4.1, 0.0, 1.4, 9.7, /, -0.8, 10.8, 23.8
- COCC#Cc1ccc2c(c1)O[C@@H](CN(C)C(=O)CC1CC1)[C@H](C)CN([C@H](C)CO)S2(=O)=O
→ 5.5, 0.1, 0.8, 2.4, -2.8, -0.5, 4.0, 6.4
- O=C(Cn1nnc(-c2cccs2)n1)NNC(=O)c1ccccc1Cl
→ /, 0.0, 0.0, /, -8.4, -1.2, -6.8, -6.0
- Cc1ccoc1C(=O)N1CCCC(CCC(=O)N2CCN(c3ccccn3)CC2)C1 (stereo not given)
→ 8.1, 0.0, /, -1.0, -4.6, -7.3, -4.1, /
- CCc1ccc(OCC(=O)NNC(=O)C2CCC2)cc1
→ 8.3, 0.0, 1.9, -2.0, -1.7, -3.2, -12.0, -5.3
- Cc1nn(C)cc1/C=N\NC(=O)c1ccc(Cn2cc(Cl)cn2)cc1
→ 3.8, 0.0, -0.2, /, /, 9.2, -23.7, 2.5
- COc1ccccc1NCC(=O)NC(=O)NC1CCCCC1
→ /, 0.3, -0.9, 5.4, /, -1.3, 1.9, 6.0
- O=[N+]([O-])c1ccc(OCCCn2cncn2)cc1
→ -2.1, 0.3, -1.1, 0.5, 2.8, -1.6, -22.2, 7.0
- CCC(C)c1ccccc1N1CC(C(=O)N2CCN(c3ccccc3)CC2)CC1=O (stereo not given)
→ -12.2, -0.1, 5.1, /, /, 5.2, -10.8, 3.7
- CCN(C(=O)COC(=O)C1CCN(S(=O)(=O)c2ccc3c(c2)OCCO3)CC1)C1CCS(=O)(=O)C1 (stereo not given)
→ -3.5, 0.3, -0.7, 0.6, 3.9, 2.2, 0.1, -1.8
- CSCC[C@H](NC(=O)C1=NN(c2c(F)c(F)cc(F)c2F)C(=O)CC1)c1nc2ccccc2[nH]1
→ 26.1, -0.2, 2.3, -16.6, -2.3, /, -27.2, -1.6
- Cc1ccc(Cl)cc1NC(=O)C1CC1c1ccccc1 (stereo not given)
→ 5.6, 0.0, -0.8, 8.2, 3.7, -0.4, -8.3, -5.3
- CN(C)CCCNC(=O)C[C@@H]1CC[C@H](NC(=O)Cc2cccnc2)[C@@H](CO)O1
→ 18.6, -0.1, 0.4, 3.9, 2.9, 1.2, -2.1, -40.9
- N#Cc1ccccc1OCC(=O)NCC(c1cccs1)N1CCOCC1 (stereo not given)
→ 21.1, 0.2, -0.1, 6.2, -7.8, -0.3, -6.2, -4.1
- O=C(NC1CCCc2c1cnn2-c1ccc(F)cc1F)c1ccccc1N1CCOCC1 (stereo not given)
→ 0.3, -0.2, 4.5, 10.2, 0.7, 0.6, 4.6, -0.1
- Nc1c(Cl)cc(-c2csc(N3CCCC3c3nc4cc(Cl)c(N5CCCCC5)cc4n3CCOCCO)n2)cc1Cl (stereo not given)
→ 5.7, -0.1, -3.3, -13.6, -3.2, -3.5, -23.0, 7.7
- Cc1ccc(-c2nc(CS(=O)(=O)CC(=O)NC3CCCCC3C)c(C)o2)cc1 (stereo not given)
→ 2.1, 0.0, 2.4, -7.6, -3.3, 0.1, 2.4, 4.6
- Nc1ccc(Sc2nc3ccccc3[nH]2)cc1
→ 0.3, 0.1, 2.1, /, /, 0.0, -8.7, -1.5
- CCCc1cc(=O)n2[nH]c(SCc3ccc(Cl)cc3)nc2n1
→ 2.1, 0.0, -0.5, 1.2, -3.0, 3.2, -11.2, -24.6
- Cc1ccc([N+](=O)[O-])c(C)[n+]1C
→ 2.3, 0.5, /, -1.3, 1.7, 6.2, 16.1, /
- N#Cc1ccsc1NC(=O)c1ccc(Cl)c([N+](=O)[O-])c1
→ 0.1, -0.1, 3.1, /, 22.0, -0.2, -13.4, 11.5
- CCCNC(=O)[C@@H]1[C@@H](CO)[C@@H]2Cn3c(ccc(-c4ccc(F)cc4)c3=O)[C@H]1N2Cc1ccccc1F
→ -19.9, 0.3, 3.9, -1.6, 3.0, -2.1, 5.2, 1.6
- Cc1noc(C)c1NC(=O)N(C)C[C@H]1Oc2c(NC(=O)NC3CCCCC3)cccc2C(=O)N([C@H](C)CO)C[C@@H]1C
→ 9.4, 0.0, 2.4, 2.2, 4.4, -0.7, -5.1, -4.1

Later entries:
The line under a structure holds: INS-1E GSIS act, Xi reactivation, F508del corr, RAD54 inh, esBAF inh, ERAP1 HTS inh, RAD52 inh, ARNT TACC3 PPI
- N#Cc1ccc(COC(=O)c2ccc(N3CCCC3)c([N+](=O)[O-])c2)cc1
→ 4.8, 0.0, -0.6, /, /, 5.9, -6.1, -0.9
- O=C1OCCN1C(=O)[C@H]1[C@H](c2ccc([N+](=O)[O-])cc2)C(c2ccc(F)cc2)=NN1c1ccc(Br)cc1
→ -2.7, 0.0, 0.5, 3.3, 9.4, /, -17.2, 11.6
- CCOc1ccc(N2CC(C(=O)NCc3ccccc3)CC2=O)cc1 (stereo not given)
→ -11.5, 0.3, 2.0, 3.6, 1.9, -4.3, -5.2, -5.0
- CC1=C(C(=O)Nc2cccc(C(=O)NC(C)C)c2)SCCO1
→ 19.3, 0.4, /, -3.1, -2.9, 1.2, -1.3, -9.6
- Cc1nnc(SCCC(=O)Nc2ccccc2Cl)o1
→ 15.9, 0.0, -1.5, -0.5, -8.2, -0.6, 2.0, -3.4
- CN(CC(=O)NCC1CCCCC1)S(=O)(=O)c1ccc(Cl)cc1
→ 4.1, 0.0, 0.5, -6.8, -3.8, -1.0, -18.2, 0.4
- CCC(=O)N1CCCC1(C)C(=O)Nc1cc(OC)ccc1OC (stereo not given)
→ -9.0, 0.2, 1.9, 2.0, -0.9, 0.1, -0.6, /
- COc1ccc(CN(C)C[C@@H]2Oc3c(NC(=O)NC(C)C)cccc3C(=O)N([C@@H](C)CO)C[C@@H]2C)cc1
→ -1.1, 0.2, -0.7, -8.0, -4.2, -1.4, 15.8, /
- O=C(NC(=S)NC1CCS(=O)(=O)C1)c1cccc([N+](=O)[O-])c1 (stereo not given)
→ 5.8, 0.1, -0.8, 0.4, -6.0, 0.2, -65.3, /
- COc1ccc(NS(=O)(=O)c2cccc(C(=O)NCC(c3ccccc3)N(C)C)c2)cc1 (stereo not given)
→ -18.2, 0.2, -2.4, 2.4, 6.1, 1.0, 10.8, 4.3
- CNC(=O)/C(C#N)=C/c1c(N2CCN(c3cccc(Cl)c3)CC2)nc2c(C)cccn2c1=O
→ 8.8, -0.1, 7.7, -0.8, 1.6, -1.2, -131.1, -1.9
- C=CCn1c(=O)c(C(=O)NCCN(CC)CC)c(O)c2ccccc21
→ 15.0, /, /, -6.7, -5.9, /, /, -5.6
- CCN1CCN(C(=O)CSc2cc(=O)n(CC)c3ccccc23)CC1
→ -1.1, /, /, -5.2, -17.5, /, /, -2.7
- CCOC(=O)N1CCC(N(CCOC)C(=S)Nc2cccc(SC)c2)CC1
→ -7.7, -0.2, 1.6, -2.0, -2.7, -1.1, -2.7, -3.4
